RGS4 inhibitor – blocks human RGS4-accelerated GTP hydrolysis | Transcreener GDP fluorescence polarization, RGS4-accelerated GTP hydrolysis | hit rate 0.039% among 390,000 | AID 504845 | P49798 | Potency, µM (top dose mostly 114 µM), inactives show at the highest dose activity change, negative = inhibition, most hits filed as inhibitors; further: potency means the concentration at half of the fitted maximal effect; on the % scale 0 is the no-effect control and ±100 the full control effect; nearly all actives have a fitted effect of over 75% in size; some results filed as inactive show a strong effect at the top dose
Target sequence (P49798 whole entry, looked up): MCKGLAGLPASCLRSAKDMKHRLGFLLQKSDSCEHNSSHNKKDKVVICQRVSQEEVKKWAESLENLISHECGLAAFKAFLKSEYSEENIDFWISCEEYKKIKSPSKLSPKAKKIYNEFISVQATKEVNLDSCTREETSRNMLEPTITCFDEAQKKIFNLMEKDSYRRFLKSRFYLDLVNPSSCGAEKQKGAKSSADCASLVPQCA
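MLSMR compounds (23 nl, pin-transferred) preincubated 10 min at room temperature with a 500nM (2x) first reagent, then RGS4 at 900nM (2x) plus Transcreener GDP mix added; fluorescence polarization (620/688 nm) read before and after 90 min at 30 °C.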
BAZ2B inh – BAZ2B (human) inhibition | hit rate 4.4% among 360,000 | Q9UIF8 | Potency, µM (series often up to 114 µM), for inactives: at the highest dose activity change, negative = inhibition, usual class: inhibitors | AlphaScreen BAZ2B-H3K14Ac peptide displacement; further: potency means the concentration at half of the fitted maximal effect; on the % scale 0 is the no-effect control and ±100 the full control effect; nearly all actives have a fitted effect of over 60% in size
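In this displacement format the biotinylated H3(5-23) peptide acetylated at Lys14 serves as ligand at 50 nM, with BAZ2B at 50 nM in PBS pH 7.4 containing 0.01% Tween-20. Donor and acceptor beads are 10 ug/mL final.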
JMJD2A Tudor inh – JMJD2A Tudor domain (human) inhibition; O75164; AlphaScreen JMJD2A-Tudor / H3K4me3 peptide binding; Potency, µM (highest dose often 114 µM), for inactives: top-dose activity change, negative = inhibition, actives largely listed as inhibitors; hit rate 4.4% among 390,000; further: potency means the concentration at half of the fitted maximal effect; on the % scale 0 is the no-effect control and ±100 the full control effect; nearly all actives have a fitted effect of over 50% in size
PI4K2A inh – blocks human PI4K2A kinase activity | Q9BTU6 | purified PI4K2A, ADP-Glo luminescence, 1 h; stronger effect = lower value | activity change, negative = inhibition, % at 76.9 µM | hit rate 0.13% among 420,000 | AID 1346378; in the data active means activity change below about -50%; inconclusive means mostly about -30% to -49%;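 further: -100% = wells without enzyme as full effect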
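ADP-Glo luminescence measured ADP generated by PI4K2A enzyme (4 ug/mL before mixing) with 1.2 mM PI substrate (pre-mix) and 300 microM ATP (pre-mix). Tris pH7.5 buffer with MgCl2, Triton X-100; 1 h reaction at ambient temperature.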
G9a inh – G9a (human) methyltransferase inhibition | Q96KQ7 | G9a H3K9 monomethylation, AlphaScreen, 2 h | Potency, µM (series often up to 102 µM), for the others: top-dose activity, negative = inhibition, actives largely listed as inhibitors | hit rate 8.8% among 350,000 | AID 504332; further: potency means the concentration at half of the fitted maximal effect; on the % scale 0 is the no-effect control and ±100 the full control effect; nearly all actives have a fitted effect of over 75% in size
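G9a (20 nM) preincubated 15 min RT with compounds, then 500 nM biotinylated H3K9 peptide and 20 uM SAM added; 2 h RT reaction. Monomethyl-H3K9 product detected by AlphaScreen with anti-H3K9me1 antibody, streptavidin donor and anti-rabbit IgG acceptor beads.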
HP1b chromo inh – blocks HP1-beta chromodomain binding to methylated histone tails; P83916; AID 540317; hit rate 0.56% among 390,000; Potency, µM (series often up to 114 µM), inactives show top-dose activity change, negative = inhibition, usual class: inhibitors; AlphaScreen HP1-beta / biotin-H3K9me3 peptide binding; further: potency means the concentration at half of the fitted maximal effect; nearly all actives have a fitted effect of over 70% in size; inactives centre near 23
Target sequence (P83916 whole entry, looked up): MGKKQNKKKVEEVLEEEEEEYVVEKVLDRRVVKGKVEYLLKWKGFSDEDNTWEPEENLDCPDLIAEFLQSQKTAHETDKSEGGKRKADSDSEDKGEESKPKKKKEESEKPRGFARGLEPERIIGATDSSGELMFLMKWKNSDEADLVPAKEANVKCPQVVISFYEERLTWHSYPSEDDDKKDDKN
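AlphaScreen: HP1-beta (50 nM) preformed 30 min with biotin-H3(1-18)K9me3 peptide (50 nM) in PBS pH 7.4, 0.01% Tween-20. Compound added for 30 min at RT, then streptavidin donor/nickel chelate acceptor beads (10 ug/mL) for 30 min.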
12-LOX inh – inhibitors of human 12S-lipoxygenase ALOX12; purified 12hLO, xylenol orange hydroperoxide absorbance; Potency, µM (titrated, usually from 108 µM), for inactives: top-dose activity change, negative = inhibition, most hits filed as inhibitors; P18054; hit rate 1.1% among 580,000; AID 1671190; further: potency means the concentration at half of the fitted maximal effect; on the % scale 0 is the no-effect control and ±100 the full control effect
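Purified human 12hLO at 150 nM in 25 mM Hepes, 0.01% Triton X-100, pH 7.0, preincubated 15 min at room temperature with compound. Reaction started with 40 uM arachidonic acid, 30 min at room temperature. Hydroperoxide measured by Fe-xylenol orange, 573/405 nm absorbance ratio.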
GLS inhibitor – blocks human kidney-isoform glutaminase activity; GLS enzymatic activity, qHTS titration; hit rate 0.21% among 410,000; Potency, µM (doses to about 45.5 µM), for inactives: at the top dose activity change, negative = inhibition, actives largely listed as inhibitors; further: potency means the concentration at half of the fitted maximal effect; on the % scale 0 is the no-effect control and ±100 the full control effect
Target sequence (O94925 whole entry, looked up, canonical isoform): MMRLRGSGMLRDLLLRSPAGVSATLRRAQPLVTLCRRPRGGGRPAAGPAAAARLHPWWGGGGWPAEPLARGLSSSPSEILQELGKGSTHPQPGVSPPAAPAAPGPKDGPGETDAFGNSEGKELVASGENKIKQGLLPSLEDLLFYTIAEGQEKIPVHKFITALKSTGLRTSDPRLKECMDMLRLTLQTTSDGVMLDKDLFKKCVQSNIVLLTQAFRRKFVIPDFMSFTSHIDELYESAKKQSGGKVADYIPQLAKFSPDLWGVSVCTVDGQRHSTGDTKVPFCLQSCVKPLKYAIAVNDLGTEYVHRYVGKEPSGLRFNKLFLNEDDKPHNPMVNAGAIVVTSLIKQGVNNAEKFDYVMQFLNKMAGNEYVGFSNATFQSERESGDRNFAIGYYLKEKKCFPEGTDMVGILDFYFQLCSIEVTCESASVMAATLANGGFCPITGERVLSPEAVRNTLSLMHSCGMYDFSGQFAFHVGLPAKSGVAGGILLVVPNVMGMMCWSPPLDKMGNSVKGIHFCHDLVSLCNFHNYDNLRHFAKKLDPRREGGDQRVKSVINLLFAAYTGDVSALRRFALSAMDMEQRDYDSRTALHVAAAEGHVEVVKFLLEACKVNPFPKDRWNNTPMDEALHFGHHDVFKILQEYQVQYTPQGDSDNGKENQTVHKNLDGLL
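Coupled fluorescence readout: glutamate oxidase/HRP/Amplex Red detect glutamate formed by hKGA from L-glutamine (1 mM solution added). Buffer 45 mM KH2PO4 pH 8.2, 0.02% Tween-20; reads at t0 and 30 min RT.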
ERG Ets-DNA blk – blocks human ERG Ets domain binding to DNA. Potency, µM (doses to about 76.9 µM), without a hit: top-dose FP activity, negative = inhibition, actives largely listed as inhibitors. P11308. hit rate 0.028% among 370,000. AID 624246. fluorescence polarization, His-ERG Ets domain / labelled DNA; active means well fitted inhibition curve with a large enough effect in the polarisation, with a control signal flat; inconclusive means small, poorly fitted or top-dose-only effect, or effect the other way, or a change in a side signal; inactive means no such curve, though single readings can be large or run the other way; the % refers to the polarisation;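 further: polarization taken with two DNA probes labelled with fluorescein and Texas red; potency means the concentration at half of the fitted maximal effect; % of control where 0% means no effect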
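His-tagged ERG Ets domain (1 uM in the protein solution; 300mM KCl, 50mM Tris-HCl, 1mM EDTA, 1mM DTT, pH 7.5) received compound, then a probe mix of 5 nM fluorescein-DNA and 100nM Texas-615-DNA. Fluorescence polarization was read for both dyes.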
The depositor's hits bear a star; ? = inconclusive; . = no result given; ! = not confirmed by another sample; [ ] = dose if it differs, or a comment. Unless noted, the call rests on the fitted dose curve; in most records, active means well fitted curve in the direction sought with a large enough effect; inconclusive means small, poorly fitted or top-dose-only effect, or another doubt; inactive means no such curve, though single readings can be large; an effect the other way counts as inactive or inconclusive.

No.	smiles	RGS4 inhibitor	BAZ2B inh	JMJD2A Tudor inh	PI4K2A inh	G9a inh
1	CCCCS(=O)(=O)N1CCCC(C(=O)NCC2CCCO2)C1 (stereo not drawn)	13%	5%	-12%	-17	72%[activator]
2	CC(C)c1ccc(NC2CCCN(C(=O)c3ccc(N4CCOCC4)cc3)C2)cc1 (stereo not drawn)	5%	?	?	-1	-25%
3	CCC(=O)Nc1ccc(NC(=S)NC(=O)c2cc3ccccc3o2)cc1	?	2%	?	2	-17%[59 µM]
4	COc1ccc(NC(=O)c2ccc(S(=O)(=O)N3CC(C)OC(C)C3)cc2)cc1 (stereo not drawn)	-14%	.	-7%	1	.
5	CC(C)CC(=O)NCC(c1ccc2c(c1)OCO2)N1CCN(c2ccccc2)CC1 (stereo not drawn)	-11%	-13%	-17%	0	-2%[59 µM]
6	CC(=O)NC(CCCCNC(=S)NC1CCCCC1)C(=O)O (stereo not drawn)	-17%	-28%	-5%	-2	24%[59 µM]
7	COc1ccc(NC(=O)C(=O)NCC2CCCN2S(=O)(=O)c2cc(C)ccc2C)cc1 (stereo not drawn)	6%	3%	-14%	1	-9%
8	O=C(CSc1nnc(COc2ccc(Cl)cc2)n1Cc1ccco1)c1ccccc1F	-47%	-24%	-6%	-1	?
9	CCOC(=O)C1(CCOC)CCN(Cc2cccc(OCc3ccccc3)c2)CC1	-19%	4%	10%	1	34%
10	CCc1ccccc1NC(=S)N(Cc1ccc(C(=O)O)cc1)Cc1ccc(OC)c(OC)c1	10%	-2%	-6%	0	-28%

No.	HP1b chromo inh	12-LOX inh	GLS inhibitor	ERG Ets-DNA blk
1	12%	12%	6%	-3%
2	-6%	0%	-7%	-15%
3	?	?	6%	-19%
4	30%	-1%	-3%	-5%
5	20%[57 µM]	-10%	23%	-7%
6	52%[activator]	?	5%	-9%
7	?	16%	-2%	-5%
8	41%[activator]	2%	1%	-6%
9	36%	?	-2%	-9%
10	38%[activator]	-9%	13%	3%

The list continues:
No.	smiles	RGS4 inhibitor	BAZ2B inh	JMJD2A Tudor inh	PI4K2A inh	G9a inh
11	CC(C)CC(=O)N1CCC(O)(CS(=O)(=O)c2ccc(Cl)c(Cl)c2)CC1	-6%	6%	-7%	0	-10%
12	N#Cc1c(-c2cccs2)nc(SCc2ccc(Cl)cc2)[nH]c1=O	?	?	?	1	-25%
13	COc1cc([N+](=O)[O-])ccc1NC(=O)CCCOc1cccc(C)c1	1%[11.4 µM]	?	-9%[11.4 µM]	0	?
14	Cc1cccc(NC(=O)C23CCC(C)(C(=O)O2)C3(C)C)c1 (stereo not drawn)	12%[11.4 µM]	3%	-4%	-4	6%
15	Cc1ccc(NS(=O)(=O)c2cccc3cccnc23)c(Br)c1	4%	15%	-15%	1	-49%
16	O=C(O)c1cccc(NC(=O)c2cccc(S(=O)(=O)Nc3cccc(F)c3)c2)c1	-6%	-15%	-12%	3	-7%[59 µM]
17	O=C(C1CCCN(S(=O)(=O)c2cccc3cccnc23)C1)N1CCc2ccccc21 (stereo not drawn)	4%	1%	-23%	-1	45µM*
18	CCOc1ccc(NC(=O)CCS(=O)(=O)c2ccc3c(c2)n(C)c(=O)c(=O)n3C)cc1	0%	3%	-19%	0	12%[59 µM]
19	Cc1nc(-c2ccc(NC(=O)c3cccs3)cc2)cs1	-1%	-1%	-2%	?	1%[59 µM]
20	COc1ccc(S(=O)(=O)Nc2ccc3c(c2)OCCO3)cc1OC	-7%	-15%	-6%	3	-2%

No.	HP1b chromo inh	12-LOX inh	GLS inhibitor	ERG Ets-DNA blk
11	13%	-6%	-6%	-1%
12	-28%	?	-28%	0%
13	14%	?	-1%	0%
14	45%[activator]	-3%	4%	1%
15	-16%	5%	-5%	-2%
16	14%	-4%	1%	4%
17	46%[activator]	210%[activator]	3%	12%
18	24%	-13%	-4%	-5%
19	27%	0%	3%	4%
20	35%	-2%	13%	0%

Compound profiles, from the list above. Values in the order: RGS4 inhibitor | BAZ2B inh | JMJD2A Tudor inh | PI4K2A inh | G9a inh | HP1b chromo inh | 12-LOX inh | GLS inhibitor | ERG Ets-DNA blk
O=C(C1CCCN(S(=O)(=O)c2cccc3cccnc23)C1)N1CCc2ccccc21 (stereo not drawn) is listed with 4% | 1% | -23% | -1 | 45µM* | 46%[activator] | 210%[activator] | 3% | 12%
CCOc1ccc(NC(=O)CCS(=O)(=O)c2ccc3c(c2)n(C)c(=O)c(=O)n3C)cc1 is listed with 0% | 3% | -19% | 0 | 12%[59 µM] | 24% | -13% | -4% | -5%

Further records follow.
No.	smiles	RGS4 inhibitor	BAZ2B inh	JMJD2A Tudor inh	PI4K2A inh	G9a inh
21	Cc1ccc(N2CC(C(=O)N3CCN(c4ccccn4)CC3)CC2=O)cc1 (stereo not drawn)	19%	.	1%	2	.
22	Cc1ccc(C)c(S(=O)(=O)NCc2ccc(C(=O)N3CCN(C)CC3)cc2)c1	32%	11%	-12%	0	-36%[2.33 µM]
23	CC(/C=C/c1ccc(N(C)C)cc1)=N/N=C1/NC(=O)CC(C(=O)Nc2ccc(Cl)cc2)S1 (stereo not drawn)	1%	?	?	-3	32µM*
24	O=C(NCCc1ccccc1)c1nnc(Cc2cccc(F)c2)o1	7%	24%	49%[activator]	-1	42%[activator][59 µM]
25	Cc1ccc(NC(=S)NC(=O)c2ccccc2)cc1NC(=S)NC(=O)c1ccccc1	-38%	-26%	-27%	-2	?
26	O=[N+]([O-])c1cccc(N(CC2CO2)S(=O)(=O)c2ccccc2)c1 (stereo not drawn)	-23%	-1%	4%	7	23%[59 µM]
27	COc1ccc(CNC(=O)c2ccc3c(c2)N(Cc2c(F)cccc2Cl)C(=O)CS3)cc1	-10%	4%	-2%	-4	1%[59 µM]
28	O=C1CC2(CCN(C(=O)COc3ccc(F)cc3)CC2)Oc2ccccc21	-5%	0%	-13%	-4	-13%
29	CC(C)NC(=O)c1nc2ccccc2s1	-16%	4%	1%	-17	6%[59 µM]
30	O=C(Nc1ccc(Cl)cc1)c1cc2c(Cl)nc3ccccc3c2s1	13%	1%	-6%	-5	-10%[59 µM]

No.	HP1b chromo inh	12-LOX inh	GLS inhibitor	ERG Ets-DNA blk
21	9%[57 µM]	0%	14%	-1%
22	26%	-6%	8%	-11%
23	-17%	?	0%	1%
24	85%[activator]	-16%	-15%	5%
25	-5%	4µM*	6%	14%
26	32%[57 µM]	-35%	0%	-4%
27	60%[activator]	-16%	6%	1%
28	31%	-13%	-2%	7%
29	40%	8%	-3%	2%
30	45%[activator]	?	3%	0%

With a hit mark in G9a inh, of those listed so far:
No.	smiles	RGS4 inhibitor	BAZ2B inh	JMJD2A Tudor inh	PI4K2A inh	G9a inh
17	O=C(C1CCCN(S(=O)(=O)c2cccc3cccnc23)C1)N1CCc2ccccc21 (stereo not drawn)	4%	1%	-23%	-1	45µM*
23	CC(/C=C/c1ccc(N(C)C)cc1)=N/N=C1/NC(=O)CC(C(=O)Nc2ccc(Cl)cc2)S1 (stereo not drawn)	1%	?	?	-3	32µM*

No.	HP1b chromo inh	12-LOX inh	GLS inhibitor	ERG Ets-DNA blk
17	46%[activator]	210%[activator]	3%	12%
23	-17%	?	0%	1%

(list continues)
No.	smiles	RGS4 inhibitor	BAZ2B inh	JMJD2A Tudor inh	PI4K2A inh	G9a inh
31	O=C(NCc1ccc(Cl)cc1)c1cc(-c2ccc(F)cc2)on1	-10%	5%	-3%	1	2%[59 µM]
32	COc1cccc(C(CC(=O)Nc2cccc3ccccc23)NC(=O)c2ccccc2)c1 (stereo not drawn)	-9%	0%	-8%	9	9%[12.7 µM]
33	COc1ccc(C(CNC(=O)c2cc3ccccc3o2)N2CCCCC2)cc1 (stereo not drawn)	-4%	-21%	-3%	8	-3%
34	CN1CCN(C(=O)c2ccc3c(c2)N(Cc2ccc(F)cc2)C(=O)c2ccccc2S3(=O)=O)CC1	-8%	-17%	-15%	3	?
35	Nc1c(S(=O)(=O)c2ccccc2)cnc2c(-c3ccc(F)cc3)cnn12	23%	-5%	-6%	0	-1%
36	CCN(CC)S(=O)(=O)c1ccc(N(C)C)c(NC(=O)CC(NC(C)=O)c2ccccc2)c1 (stereo not drawn)	-25%	-6%	-2%	-4	-2%
37	Cc1noc(Cn2c(=O)c3ccccc3n(CC(=O)Nc3cc(Cl)ccc3C)c2=O)n1	8%	-3%	-1%	-1	3%[59 µM]
38	NC(Cc1ccc(Cl)cc1)C(=O)O (stereo not drawn)	-23%[56.9 µM]	.	.	3	9.5µM*!
39	COc1ccc(-n2nnc(-c3nc(-c4ccccc4C)no3)c2N)cc1Cl	38%	-10%	-17%	-19	-19%[59 µM]
40	CC(C)OCCCn1c(=O)c2ccccc2n2c(-c3ccccc3)nnc12	-22%	50µM*	50µM*	-3	?

No.	HP1b chromo inh	12-LOX inh	GLS inhibitor	ERG Ets-DNA blk
31	16%	-8%	-1%	-3%
32	10%	-2%	-5%	-14%
33	20%	1%	-4%	-7%
34	21%	-27%	-3%	-12%
35	35%	-17%	3%	5%
36	21%	.	3%	14%
37	31%	-17%	-1%	0%
38	.	?	6%	.
39	33%	1%	9%	-5%
40	5%	-15%	4%	3%

A portion of the library (hit frequency here may not be typical).
